ARFGAP1 inh: inhibitors of rat ARFGAP1; Arfgap1-stimulated ARF1 GTP hydrolysis, GDP FP detection; inhibition, % at 16.5 µM; actives 0.26% (n = 360,000);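 active = inhibition above a per-plate limit, mean inhibition of low control wells plus 3 SD, cut at about 25% in these data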;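 also: 0% = DMSO wells with enzyme and 100% = wells lacking Arfgap1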
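Assay system: Rat Arfgap1 GAP domain (His6, aa 1-136), purified enzyme | Buffer or medium: HEPES 25 mM pH 7.5, NaCl 150 mM, MgCl2, DTT | Schedule: GTP hydrolysis reaction 2 h at 25 °C | Signal: FP of antibody-bound GDP Alexa 633 tracer, ex 620/em 688 nm | Measure: Percent inhibition of Arfgap1-stimulated GTP hydrolysis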
GC-A act: GC-A (human) enzyme activation; actives 0.14% (n = 370,000); AID 1671463; HEK293 GC-A cells, cGMP TR-FRET, EC30 ANP; 0% at EC30 ANP, 100% saturating ANP; activation, % at 10 µM; P16066; in the data active = activation above about 40%
ASAP1 GAP inh: ASAP1 ArfGAP inhibition. Q9ULH1. ASAP1-stimulated ARF1 GTP hydrolysis, GDP FP detection. inhibition, % at 16.5 µM. actives 0.19% (n = 360,000). AID 624377; in the data active = inhibition above about 25%;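 also: 0% = vehicle with enzyme and substrate and 100% = no enzyme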
Target sequence (Q9ULH1 325-724 limits assumed): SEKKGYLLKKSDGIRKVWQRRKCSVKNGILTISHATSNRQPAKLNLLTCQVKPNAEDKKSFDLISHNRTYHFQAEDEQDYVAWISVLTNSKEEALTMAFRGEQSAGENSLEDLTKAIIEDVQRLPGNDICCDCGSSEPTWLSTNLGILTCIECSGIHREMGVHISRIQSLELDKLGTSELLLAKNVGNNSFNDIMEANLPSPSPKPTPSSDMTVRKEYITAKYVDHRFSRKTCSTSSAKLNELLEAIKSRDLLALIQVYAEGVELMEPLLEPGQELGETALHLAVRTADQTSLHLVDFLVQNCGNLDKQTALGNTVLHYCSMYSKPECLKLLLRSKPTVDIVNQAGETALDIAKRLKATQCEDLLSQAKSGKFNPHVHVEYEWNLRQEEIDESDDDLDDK
NPR2 activator: GC-B (human) receptor activation | HEK293-GC-B cells, CNP EC30, cGMP TR-FRET; 0% at EC30 CNP, 100% saturating CNP | activation, % at 10 µM | AID 1920062 | actives 0.11% (n = 370,000) | P20594;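 active = activation at 10 µM reaching about 35% in either raw or pattern-adjusted values, limit read from the data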
FXN GAA850 act: frataxin GAA850 promoter activation; AID 540364; activation, % at 6 µM; actives 0.56% (n = 360,000); HEK293 lucGAA850 FXN promoter luciferase reporter, 24 h; percent of 10 µM SAHA response;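 active = activation above the average of all compounds screened plus 3 SD, cutoff fixed separately per campaign, cut at about 7.5% in these data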;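 also: 0% = DMSO wells and 100% = 10 µM SAHA wells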
ADAM10 inh: inhibits human ADAM10 | O14672 | inhibition, % at 7 µM | recombinant ADAM10, EDANS/DABCYL FRET peptide cleavage, 3 h | actives 0.62% (n = 370,000) | AID 720582;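 active = inhibition above a per-campaign cutoff equal to the mean of compounds falling between control-based bounds plus 3 SD, cut at about 20% in these data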;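 also: 0% = DMSO wells while the 100% control is not disclosed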
HGIII-sPLA2 inh: Inhibits HGIII-sPLA2 liposome hydrolysis, primary screen; inhibition, % at 12.2 µM; actives 0.56% (n = 370,000); Q9NZ20; QFRET BODIPY PC-A2 liposome hydrolysis, fluorescence;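 active = inhibition above mean plus 3 SD of compounds lying within the high and low control bounds, cut at about 19% in these data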;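 also: 0% = median of test compound wells and 100% = no enzyme DMSO wells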
Target sequence (Q9NZ20 whole entry, looked up): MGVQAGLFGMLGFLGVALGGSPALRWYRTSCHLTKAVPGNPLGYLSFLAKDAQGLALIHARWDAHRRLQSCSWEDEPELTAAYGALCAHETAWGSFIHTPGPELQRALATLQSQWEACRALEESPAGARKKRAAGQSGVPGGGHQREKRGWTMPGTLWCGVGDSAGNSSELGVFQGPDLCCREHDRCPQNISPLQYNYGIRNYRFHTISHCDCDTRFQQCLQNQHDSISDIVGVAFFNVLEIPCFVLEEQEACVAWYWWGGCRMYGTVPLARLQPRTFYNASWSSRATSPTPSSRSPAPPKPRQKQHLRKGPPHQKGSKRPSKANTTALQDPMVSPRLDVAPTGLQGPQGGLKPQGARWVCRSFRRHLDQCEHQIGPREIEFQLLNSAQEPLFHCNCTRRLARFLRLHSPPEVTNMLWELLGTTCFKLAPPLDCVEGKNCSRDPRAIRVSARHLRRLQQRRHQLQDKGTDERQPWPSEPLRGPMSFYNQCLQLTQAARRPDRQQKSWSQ
proKLK7 act: activators of human kallikrein-7 zymogen; purified proKLK7, EDANS-DABCYL substrate fluorescence; 100% is mature enzyme control, 0% vehicle; activation, % at 7 µM; actives 0.9% (n = 370,000);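 active = activation above the mean of all tested compounds plus 3 SD, computed per campaign excluding outliers beyond control limits, cut at about 13% in these data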
Tn6 DDE FP: disrupts Tn6 cyclic peptide binding to fibrin D-Dimer-E complex | P02675 | Fibrin DD(E) TRITC-Tn6 fluorescence polarization displacement | inhibition, % at 8.3 µM | actives 0.21% (n = 370,000);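 active = inhibition above a per-campaign cutoff: mean of compounds within control limits plus 3 SD, cut at about 15% in these data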;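 also: 0% = median of all compound wells on the plate and 100% = blocking peptide control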
rCAG binder: binds r(CAG) RNA repeats; r(CAG) RNA repeat, TO-PRO-1 dye displacement fluorescence; actives 1.3% (n = 370,000); inhibition, % at 3 µM;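 active = inhibition above the plate cutoff, the mean of all test compounds on that plate plus 3 SD, cut at about 35% in these data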;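 also: 0% = DMSO alone and 100% = 100 µM mitoxantrone as full dye displacement; higher means more dye released from RNA so lower well fluorescence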
Numbers without * were called inactive; i = inactive; / = not tested or not shown.

SMILES	ARFGAP1 inh	GC-A act	ASAP1 GAP inh	NPR2 activator	FXN GAA850 act	ADAM10 inh	HGIII-sPLA2 inh	proKLK7 act	Tn6 DDE FP	rCAG binder
COCc1cn(CC(=O)c2sc(NC(=O)C(C)(C)C)nc2C)nn1	6.3	-0.7	-0.8	2.5	/	-17.7	-19.0	-0.9	-7.9	1.0
CC1=C(C(=O)OC(C)C)C(C)C(C(=O)OC(C)C)=C(C)N1	-9.2	1.7	-8.6	5.9	-1.4	-74.8	2.2	3.1	11.3	-8.9
CC(=O)N1c2ccc(S(=O)(=O)N(C)Cc3ccco3)cc2CC1C (stereo not given)	12.1	0.4	11.3	-1.5	1.9	-4.2	4.3	0.3	-8.7	-2.3
COC(=O)c1ccc(Cc2ccccc2)o1	5.2	10.9	1.2	2.7	-0.3	4.2	7.2	0.8	-0.9	2.0
C#CCNS(=O)(=O)c1ccc(F)cc1Br	18.4	-0.8	1.7	-0.1	-0.1	-4.9	0.1	0.5	-2.0	2.2
COc1cccc(C(=O)Nc2ccc(C)cc2)c1	1.0	0.6	-5.5	1.7	2.5	6.3	7.5	9.8	-4.5	1.2
Cc1c(Cl)cc(C(C)C)c(O)c1CN1CCOCC1	7.8	-3.1	-11.9	3.8	-0.2	-13.1	11.6	0.5	4.9	2.7
C=CCOc1cccc(C2/C(=C(\O)c3ccc4c(c3)OCCO4)C(=O)C(=O)N2Cc2cccnc2)c1 (stereo not given)	-4.3	9.3	-2.9	4.3	0.2	3.7	-4.5	-0.8	2.9	4.6
Cc1nn(C)cc1CN(C)C(=O)c1cc(-c2ccccc2)nc2ccc(Br)cc12	4.9	1.6	2.9	-7.0	-3.5	9.0	-10.7	-0.1	-4.0	-4.8
Cc1cc(C)c(S(=O)(=O)N2CCCC2=O)c(C)c1N(C)S(C)(=O)=O	11.0	0.5	-5.3	1.2	0.0	4.2	3.9	-0.1	1.8	7.5

3 compounds from above, arranged by their value in ASAP1 GAP inh, highest first:
| Structure | ASAP1 GAP inh |
| --- | --- |
| Cc1nn(C)cc1CN(C)C(=O)c1cc(-c2ccccc2)nc2ccc(Br)cc12 | 2.9 |
| C#CCNS(=O)(=O)c1ccc(F)cc1Br | 1.7 |
| COC(=O)c1ccc(Cc2ccccc2)o1 | 1.2 |

Returning to the listing, repeating the 2 entries before the break.
SMILES	ARFGAP1 inh	GC-A act	ASAP1 GAP inh	NPR2 activator	FXN GAA850 act	ADAM10 inh	HGIII-sPLA2 inh	proKLK7 act	Tn6 DDE FP	rCAG binder
Cc1nn(C)cc1CN(C)C(=O)c1cc(-c2ccccc2)nc2ccc(Br)cc12	4.9	1.6	2.9	-7.0	-3.5	9.0	-10.7	-0.1	-4.0	-4.8
Cc1cc(C)c(S(=O)(=O)N2CCCC2=O)c(C)c1N(C)S(C)(=O)=O	11.0	0.5	-5.3	1.2	0.0	4.2	3.9	-0.1	1.8	7.5
CC1(C)CC(=O)c2cc(OCC(=O)O)ccc2O1	17.0	6.7	9.3	-2.2	0.1	i	4.0	13.8*	-2.4	-0.9
COc1ccc(C2CC(C(F)(F)F)n3ncc(C(=O)NCC4CCCO4)c3N2)cc1OC (stereo not given)	-7.8	2.4	-11.6	1.2	8.2*	-2.5	-10.6	-0.3	-6.3	-5.9
O=C(CSc1nc(O)cc(=O)n1-c1ccccc1)Nc1ccc(Br)cn1	0.7	-1.4	-1.0	3.5	0.3	-4.0	2.7	0.4	-2.8	18.7
O=C(O)c1ccc(N=N/C(=N\Nc2ccc(C(=O)O)cc2)c2ccccc2)cc1	6.8	2.5	-11.5	-3.8	1.9	7.3	0.1	0.3	9.0	76.5*
COc1ccc(NC(=O)CCCCCN2C(=O)[C@@H]3Cc4ccccc4CN3C2=O)cc1Cl	0.0	0.1	1.9	-2.1	-2.3	-3.8	-3.6	0.1	-5.7	-2.4
COc1ccccc1N1CCN(C(=O)CSc2ccc3c(C)cc(C)nc3n2)CC1	11.6	-11.6	6.4	-0.4	3.6	-6.1	-1.2	0.5	-2.4	-6.6
CS(=O)(=O)c1ccc2nc(NC(=O)c3ccc(N4CCCC4=O)cc3)sc2c1	4.9	62.2*	-3.5	-3.6	1.5	-35.7	12.8	-2.2	0.3	2.7
Cc1[nH]nc2c1C(c1cccc(O)c1)C1=C(CC(C)(C)CC1=O)N2 (stereo not given)	12.5	0.4	1.3	4.4	-2.4	-491.5	8.8	9.3	-3.3	2.9
COc1ccc(CNC(=O)CN2CCN(C(c3ccccc3)c3ccccc3)CC2)cc1	4.0	-0.2	4.5	-6.8	2.0	1.3	-22.2	0.3	3.6	-9.1
Cc1cccc(NC(=O)c2cccc(C(=O)Nc3cccc(C)c3)c2)c1	-8.0	-3.9	-9.0	-1.5	2.1	-5.8	-2.6	-0.5	-11.2	-1.2
O=C(CSc1ncc(-c2ccc(F)cc2)[nH]1)N1CCCCC1	8.1	-3.3	6.2	-3.3	0.5	4.0	1.2	0.0	2.8	0.8
CC(C)C(=O)COc1c2occc2cc2ccc(=O)oc12	3.1	1.6	16.5	2.8	-1.4	-32.3	13.4	-1.1	-6.1	2.5
Cc1ccc(C=Nc2ccccc2C(N)=O)s1	-0.3	-1.5	4.2	-0.1	2.9	i	0.2	16.9*	-1.4	0.6
O=C(O)CNC(=O)/C(=C\c1cccc([N+](=O)[O-])c1)NC(=O)c1ccco1	7.2	2.3	0.9	1.6	0.1	5.9	7.7	1.0	1.0	1.7
O=S(=O)(c1ccccc1)N1CCN(c2ccnc3cc(Cl)ccc23)CC1	0.2	-7.3	2.6	0.2	2.0	-2.6	-24.4	-0.7	0.4	2.8
Cc1cc(Cl)nc(SCC(=O)c2ccccc2)n1	5.1	-2.1	3.2	-2.7	3.3	2.3	-51.9	0.2	1.2	-0.5
CC(C)CNC(=O)c1ccccc1NC(=O)CN(c1ccccc1)S(=O)(=O)N(C)C	-16.9	-5.9	2.1	-0.3	4.0	-6.2	-3.0	0.5	7.3	-8.7
CN(c1ccccc1)c1cc(=O)[nH]c(=O)[nH]1	14.6	4.9	-3.5	-0.4	3.3	-1.3	27.5*	0.2	-2.2	-3.2
Cc1[nH]c(=O)c(Cc2ccccc2)c(O)c1C#N	-3.6	0.9	-7.2	2.1	-0.2	-1.9	-2.0	-0.2	4.7	2.2
CCOC(=O)c1c(C)[nH]c(C)c1C(=O)COC(=O)c1cccc(S(=O)(=O)N(CC)CC)c1	0.9	2.8	16.2	8.8	0.4	-1.0	-25.6	0.1	-3.1	0.6

A few values from the list.
Under ARFGAP1 inh, `CC(C)C(=O)COc1c2occc2cc2ccc(=O)oc12` shows 3.1
Under FXN GAA850 act, `Cc1[nH]c(=O)c(Cc2ccccc2)c(O)c1C#N` shows -0.2
Under GC-A act, `CN(c1ccccc1)c1cc(=O)[nH]c(=O)[nH]1` shows 4.9
Under Tn6 DDE FP, `CCOC(=O)c1c(C)[nH]c(C)c1C(=O)COC(=O)c1cccc(S(=O)(=O)N(CC)CC)c1` shows -3.1

Next section
SMILES	ARFGAP1 inh	GC-A act	ASAP1 GAP inh	NPR2 activator	FXN GAA850 act	ADAM10 inh	HGIII-sPLA2 inh	proKLK7 act	Tn6 DDE FP	rCAG binder
COc1ccc(-c2nc(-c3ccccc3)ncc2S(C)(=O)=O)cc1	2.1	3.9	7.8	3.8	0.5	-1.2	0.2	-0.2	-1.6	6.4
COc1ccc(C(=O)Nc2ncc3c(n2)CC(c2ccco2)CC3=O)cc1 (stereo not given)	-6.5	-3.0	13.1	1.7	-0.1	-13.2	-6.7	0.3	9.9	1.4
Cc1ccc2oc(=O)c3cc(C(=O)N4CCN(C)CC4)sc3c2c1	-2.1	2.8	-3.9	2.3	1.0	-24.1	5.5	0.4	-2.0	-2.6
CCCc1cc(=O)[nH]c(SCC(=O)N2N=C(c3ccc(Cl)cc3)CC2c2ccco2)n1 (stereo not given)	-8.5	-0.6	-3.5	0.6	-3.6	-3.0	-7.3	0.2	2.2	9.2
CCCOc1ccc(C=Nc2ccc(OC)c(S(=O)(=O)N3CCOCC3)c2)c(O)c1	-5.0	-0.8	15.4	1.8	1.9	-5.8	5.5	-0.4	2.7	8.5
COC(=O)c1sc(NC(=O)COc2cccc3ccccc23)nc1C	5.5	-8.4	4.7	-10.0	-1.7	7.4	4.0	0.6	-6.6	5.4
COc1ccc(NC(C)C(=O)Nc2ccc(C(C)(C)C)cc2)cc1Cl (stereo not given)	4.6	-3.5	5.1	1.5	1.7	27.1*	-19.9	0.4	1.9	6.6
O=C(CSCc1n[nH]c(=O)[nH]1)NCCOc1cccc(Oc2ccccc2)c1	0.9	-5.5	-0.6	-2.5	0.7	5.7	-1.9	0.0	-6.3	-2.7
CCOc1cc(CNc2ccc(N3CCCCC3)cc2)cc(Br)c1OCC(=O)NC(C)(C)C	-5.0	0.6	-0.5	-5.3	-0.1	-2.3	4.8	-0.1	-2.3	1.7
COc1ccc(S(=O)(=O)N(CCc2ccccc2)CC(=O)NC(C)C)cc1	5.6	-4.7	9.9	-2.1	-1.4	-6.2	4.3	-0.5	-2.6	-2.7
CC(C)(C)n1ncc2c(=O)n(CC(=O)OCc3ccccc3)cnc21	-2.0	5.7	-15.9	5.5	-13.2	-3.0	-1.3	-0.7	2.6	-3.4
O=C(O)c1oc2ccccc2c1CN1CCN(c2ccccc2)CC1	5.1	-1.2	-12.9	-0.9	1.3	10.5	-2.3	0.1	2.4	6.0
OCCN(CCO)c1nc2ccccc2[nH]1	6.5	-2.3	12.5	1.5	0.3	-4.7	15.0	-0.3	8.8	-2.1
O=S(=O)(c1ccc(N2CCCC2)cc1)C(F)(F)F	6.1	0.6	3.2	2.4	1.1	-1.3	0.6	-0.2	1.9	-1.6
COc1cc(O)cc2cc3c(c(O)c12)C(=O)CC(C)(O)O3 (stereo not given)	12.7	-2.4	1.6	-1.9	-3.8	-9.6	-10.3	-37.0	-1.6	12.4

High-throughput results from PubChem.
